Assay outcomes as filed in PubChem.
S-ASM inh = blocks human secretory acid sphingomyelinase. hit rate 0.006% among 340,000. Potency, µM (doses to about 57.5 µM), for the others: top-dose activity change, negative = inhibition, usual class: inhibitors. P17405. AID 504937. placental ASM, HMU-PC fluorogenic substrate, 60 min; further: potency means the concentration at half of the fitted maximal effect
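qHTS format. ASM enzyme prepared from human placenta hydrolyses the fluorogenic substrate HMU-PC0 (9 uM final) over 60 min at 37 °C after a 10 min compound preincubation.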
MBNL1-CUG inh = MBNL1-poly(CUG) RNA binding inhibition; Q9NR56; TR-FRET MBNL1-His/biotin-(CUG)12 binding, 665/545 ratio; Potency, µM (series often up to 57.5 µM), without a hit: at the highest dose activity change, negative = inhibition, usual class: inhibitors; hit rate 0.036% among 280,000; active means well fitted inhibition curve with a large enough effect in the signal ratio, with a control signal flat, not every such curve was filed as active; inconclusive means small, poorly fitted or top-dose-only effect, or effect the other way, or a change in a side signal; inactive means no such curve, though single readings can be large or run the other way; the % refers to the signal ratio; further: potency means the concentration at half of the fitted maximal effect; on the % scale 0 is the no-effect control and ±100 the full control effect
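His-tagged MBNL1 binding to biotinylated (CUG)12 RNA was measured by TR-FRET using terbium anti-His antibody (0.055 ng/ul final) and streptavidin-XL665 (5 nM final). Compounds were titrated 92 nM to 58 uM; 60 min at room temperature.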
GALK inh = inhibitors of human galactokinase; P51570; Purified GALK, Kinase-Glo residual ATP luminescence; Potency, µM (series often up to 57.5 µM), for the others: at the highest dose activity change, negative = inhibition, most hits filed as inhibitors; hit rate 0.007% among 270,000; AID 1868; further: potency means the concentration at half of the fitted maximal effect; on the % scale 0 is the no-effect control and ±100 the full control effect
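Compounds were pin-transferred into ATP buffer (35 uM final), then GALK plus galactose (5 nM, 100 uM final) was added. After 1 h at room temperature, Kinase-Glo Plus was added and luminescence read after 10 min.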
USP2a block = blocks human ubiquitin-specific protease USP2a; Potency, µM (doses to about 38.3 µM), for the others: at the highest dose activity change, negative = inhibition, actives largely listed as inhibitors; hit rate 0.01% among 330,000; O75604; USP2 core, Ub-CHOP2 coupled fluorogenic reporter, 485/531; AID 463254;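 further: potency means the concentration at half of the fitted maximal effect; plate controls were DMSO wells for no effect and full inhibition by NEM control for full effect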
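Deubiquitinase activity read as fluorescence (485/531 nm) after Ub-CHOP2 cleavage activates the enterokinase reporter on its substrate; USP2 core 10nM, Ub-CHOP2 and substrate 25nM each, 30min compound preincubation then 60min RT; data normalized to NEM, curves fitted.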
PKM2 act = activators of human pyruvate kinase M2; Potency, µM (doses to about 57.5 µM), for the others: at the top dose activation, actives largely listed as activators; hit rate 0.34% among 260,000; purified PKM2, Kinase-Glo ATP luminescence, activation; response scale: 0% is enzyme alone, no compound; AID 1631; P14618; further: potency means the concentration at half of the fitted maximal effect; on the % scale 0 is the no-effect control and ±100 the full control effect; nearly all actives have a fitted effect of over 55% in size
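Kinase-Glo luminescence reports ATP generated from ADP (0.1 mM) and PEP (0.5 mM) by purified hPK-M2 after 1 h at room temperature, pH 7.2 imidazole buffer; intermediate enzyme activity allows detecting inhibitors and activators.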
KCNH2 WT inh = KCNH2 (human, wildtype) channel inhibition. Q12809. U2OS, BacMam KCNH2, thallium flux FluxOr; stronger effect = lower value. activity change, % at 1.84 µM. hit rate 0.37% among 340,000;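 active means maximum activity change below -70%; inconclusive means maximum activity change between -70% and -50%; inactive means maximum activity change above -50%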; further: on the % scale 0 is the no-effect control and ±100 the full control effect
Target sequence (Q12809 whole entry, looked up): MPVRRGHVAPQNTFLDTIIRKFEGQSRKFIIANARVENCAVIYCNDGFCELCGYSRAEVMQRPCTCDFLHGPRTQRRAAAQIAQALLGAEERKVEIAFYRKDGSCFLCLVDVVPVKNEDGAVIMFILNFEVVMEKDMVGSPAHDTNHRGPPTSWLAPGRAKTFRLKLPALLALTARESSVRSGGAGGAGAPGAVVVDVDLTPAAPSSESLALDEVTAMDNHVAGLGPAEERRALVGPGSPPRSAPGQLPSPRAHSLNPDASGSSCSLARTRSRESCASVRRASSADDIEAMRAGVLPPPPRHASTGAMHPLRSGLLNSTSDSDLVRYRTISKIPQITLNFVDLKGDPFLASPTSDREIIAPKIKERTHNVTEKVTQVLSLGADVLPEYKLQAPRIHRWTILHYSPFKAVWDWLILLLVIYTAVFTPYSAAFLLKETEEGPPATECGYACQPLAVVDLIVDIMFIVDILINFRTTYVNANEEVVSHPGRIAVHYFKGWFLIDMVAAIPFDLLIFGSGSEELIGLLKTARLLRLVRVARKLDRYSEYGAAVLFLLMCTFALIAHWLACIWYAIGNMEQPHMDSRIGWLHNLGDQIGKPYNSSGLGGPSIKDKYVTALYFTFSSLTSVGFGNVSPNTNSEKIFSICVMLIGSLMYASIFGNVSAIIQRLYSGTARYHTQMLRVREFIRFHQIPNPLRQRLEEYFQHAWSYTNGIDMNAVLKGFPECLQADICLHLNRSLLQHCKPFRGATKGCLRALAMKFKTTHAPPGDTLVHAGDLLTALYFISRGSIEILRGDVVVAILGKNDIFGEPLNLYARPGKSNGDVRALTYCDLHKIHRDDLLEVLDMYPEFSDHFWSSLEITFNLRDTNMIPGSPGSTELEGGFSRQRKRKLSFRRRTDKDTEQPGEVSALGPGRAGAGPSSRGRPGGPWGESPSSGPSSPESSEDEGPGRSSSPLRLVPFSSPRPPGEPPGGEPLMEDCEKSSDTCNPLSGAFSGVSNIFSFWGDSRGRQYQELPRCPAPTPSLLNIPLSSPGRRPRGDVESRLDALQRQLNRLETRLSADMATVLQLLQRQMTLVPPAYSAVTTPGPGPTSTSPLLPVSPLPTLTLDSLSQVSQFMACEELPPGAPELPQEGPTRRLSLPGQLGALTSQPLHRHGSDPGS
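U2OS cells transduced with wild-type KCNH2 virus are loaded with FluxOr dye for 45 min, and thallium flux is measured in kinetic reads before and after stimulation buffer. Rate constants are normalized to DMSO controls.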
Eya2 phos inh = Eya2 (human) phosphatase inhibition | O00167 | recombinant Eya2, OMFP fluorescence dephosphorylation (OMFP is methylfluorescein phosphate) | Potency, µM (titrated, usually from 76.9 µM), without a hit: top-dose activity, negative = inhibition, usual class: inhibitors | hit rate 0.006% among 330,000; further: potency means the concentration at half of the fitted maximal effect; on the % scale 0 is the no-effect control and ±100 the full control effect
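Eya2 (0.2 uM) preincubated 10 min at ambient with compound, then OMFP substrate added at 50 uM; 10 min reaction in 50 mM HEPES pH 7.5, 50 mM NaCl, 5 uM MgCl2, 0.05% BSA, 1 mM DTT. Fluorescence read at Ex 485/Em 525 nm.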
Menin-MLL TR inh = menin-MLL binding inhibition, Texas Red mutant peptide; O00255; Menin + Texas Red MLL mutant peptide, fluorescence polarization; Potency, µM (titrated, usually from 61.6 µM), without a hit: at the top dose FP activity change, negative = inhibition, actives largely listed as inhibitors; hit rate 0.23% among 270,000; AID 1768; active means well fitted inhibition curve with a large enough effect in the polarisation, with a control signal flat, not every such curve was filed as active; inconclusive means small, poorly fitted or top-dose-only effect, or effect the other way, or a change in a side signal; inactive means no such curve, though single readings can be large or run the other way; the % refers to the polarisation; further: potency means the concentration at half of the fitted maximal effect; % of control where 0% means no effect; many of its hits are not listed in these tables
TSHR antag = antagonists of human thyroid stimulating hormone receptor. activity change, negative = inhibition, % at 11.5 µM. hit rate 0.2% among 330,000. TSHR-expressing cells, TSH-stimulated cAMP HTRF, 2 h; stronger effect = lower value. AID 504810;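 active means activity change below a set negative limit, meaning inhibition stronger than a set level, cut at about -70% in these data; inconclusive means activity change between two set negative limits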; further: on the % scale 0 is the no-effect control and ±100 the full control effect
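Freshly harvested TSHR cells receive pin-tooled compound, then EC80 TSH at 4nM final. After 2 hours at 37 deg C, antibody in lysis buffer and cAMP-d2 are added; 30 minutes at ambient temperature precede the HTRF read.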
BCR signal inh = chronic active BCR signaling inhibition | ABC-DLBCL IkBa-CBG/CBR reporter, luminescence ratio, 4 h | Potency, µM (titrated, usually from 46.1 µM), for inactives: at the highest dose ratio change, negative = lower green/red ratio, actives largely listed as inhibitors | hit rate 0.05% among 340,000 | AID 493014; active means well fitted inhibition curve with a large enough effect in the signal ratio, with a control signal flat, not every such curve was filed as active; inconclusive means small, poorly fitted or top-dose-only effect, or effect the other way, or a change in a side signal; the % refers to the signal ratio;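 further: potency means the concentration at half of the fitted maximal effect; plate controls were basal doxycycline-induced cells for no effect and cells given 10 µM MG132 for full effect; MG132 reads +100%, hits lower the ratio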
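TMD8 ABC-DLBCL cells carrying doxycycline-inducible green luciferase fused to IkappaBalpha plus unfused red luciferase were exposed to compounds (up to 46 uM) for 4 hrs at 37C. Activity came from the overlap-corrected green/red luminescence ratio.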
Mito fusion act = blocks mitochondrial division or promotes mitochondrial fusion. hit rate 0.23% among 320,000. Potency, µM (top dose mostly 46.1 µM), inactives show at the highest dose growth rescue (activation), usual class: activators. S. cerevisiae fusion-defective mutant growth rescue, CellTiterGlo 48 h;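 further: potency means the concentration at half of the fitted maximal effect; % of control where 0% means no effect; nearly all actives have a fitted effect of over 45% in size; temperature-sensitive fusion mutants such as fzo1-1 at 37 °C on non-fermentable ethanol glycerol medium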
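Yeast fusion mutant, YPEG (non-fermentable carbon), compound, 48 h at 37C non-permissive; CellTiterGlo added, 10 min RT, luminescence read. Rescued growth = division inhibition.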
The depositor's hits bear a star; ? = inconclusive; / = not tested or not shown; [ ] = remark or other dose. Unless noted, the call rests on the fitted dose curve; in most records, active means well fitted curve in the direction sought with a large enough effect; inconclusive means small, poorly fitted or top-dose-only effect, or another doubt; inactive means no such curve, though single readings can be large; an effect the other way counts as inactive or inconclusive. This is a subset (hit frequency here may not be typical).

SMILES	S-ASM inh	MBNL1-CUG inh	GALK inh	USP2a block	PKM2 act	KCNH2 WT inh	Eya2 phos inh	Menin-MLL TR inh	TSHR antag	BCR signal inh	Mito fusion act
Cc1noc(C)c1S(=O)(=O)N(CC(=O)N1CCCCCC1)c1ccc(C(C)C)cc1	2%	6%	1%	0%	3%	2	2%	-11%[11.7 µM]	18	-4%	12%
COc1cccc(NC(=O)CN(C)CC(=O)NCc2ccc3c(c2)OCO3)c1	2%	/	/	1%	/	0	14%	/	14	-7%	-5%
CN(C)CCCSc1nc2ccccc2s1	-1%	-15%	8%	0%	-7%	22	1%	7%	19	-5%	6%
CC(C)c1ccc(NC(=O)c2cc(S(=O)(=O)NCC3COc4ccccc4O3)ccc2F)cc1 (stereo unspecified)	-14%	-6%	/	4%	0%	13	7%	0%	-10	?	8%
Cc1ccc(CN(Cc2ccco2)C(=S)NCC(=O)O)cc1	4%	-11%	3%	1%	6%	-9	-5%	5%	0	?	-5%
CC1(C(=O)OCC(=O)NCc2ccc(Cl)cc2)CC1(Cl)Cl (stereo unspecified)	0%	/	/	2%	/	10	3%	/	-14	-1%	/
Cc1ccc(-c2cc(C(=O)N3CCN(c4ccc(O)cc4)CC3)c3ccccc3n2)cc1	-19%	/	/	-3%	/	0	6%	/	/	9%	/
CN(C)CCCNS(=O)(=O)c1cc(Cl)c(Cl)cc1Cl	6%	-13%	/	-2%	-2%	-2	13%	/	0	-10%	-1%
CCOc1ccc(CCNC(=O)Cn2c(=O)oc3ccccc32)cc1OCC	3%	-2%	0%	1%	6%	20	-2%	/	-14	?	-8%
O=C(CCSCc1ccc(Cl)cc1)NC1CCCC1	0%	-4%	-2%	2%	1%	8	-5%	-19%	1	6%	12%
Cc1ccccc1N1CCN(C2=NC(=O)/C(=C\c3cccs3)S2)CC1	-20%	?	0%	-7%	7%	-16	-6%	-2%	-13	?	?
COc1ccccc1CNC(=O)CSc1cc(=O)n(C)c2ccccc12	6%	-6%	0%	0%	1%	-29	10%	-1%	9	-19%	3%
COc1cccc(NC2CC(=O)N(CCc3ccccc3)C2=O)c1 (stereo unspecified)	0%	-20%	-3%	-1%	-2%	-10	7%	42%[activator]	7	?	0%
O=C(c1sccc1-n1cccc1)N1CCCC1	-2%	-1%	0%	-4%	-8%	3	20%	-4%	10	?	-2%
O=C(C(F)C(F)(F)F)N1CCN(c2ccccc2)CC1 (stereo unspecified)	3%	7%	2%	-5%	18%	-6	-2%	2%	-1	1%	-11%
CC1=CC(C)C(CN(CCC[N+](C)(C)C)C(=O)Nc2ccccc2)C(C)C1 (stereo unspecified)	-1%	/	0%	5%	1%	0	3%	/	4	8%	-4%
C/C(=N\NC(=O)c1ccc(O)cc1)c1ccc2c(c1)OCCO2	-1%	/	/	0%	/	-7	14%	/	20	?	0%
Fc1ccccc1-c1nc2nc3ccccc3nc2n1CC1CCCO1 (stereo unspecified)	41%[activator]	?	-2%	0%	-7%	-4	14%	/	6	-3%	4%
CSc1ccccc1C(=O)NCCSc1ccccc1	2%	-2%	-4%	1%	-2%	12	11%	0%	20	0%	3%
CCOc1ccc(C(=O)N[C@H](C(=O)Nc2cccc(S(=O)(=O)N3CCCCC3)c2)C(C)C)cc1	0%	/	1%	5%	1%	3	7%	-11%	-6	-21%	-2%
COC(=O)c1ccccc1S(=O)(=O)N1CCC(C(=O)OCC(=O)NCC(F)(F)F)CC1	-2%	-9%	-2%	2%	13%	-4	4%	5%	1	-7%	-9%
Cc1cc(C)c(S(=O)(=O)c2ccc(F)cc2C)c(=O)[nH]1	1%	-8%	/	0%	/	-4	1%	-26%	-25	-1%	-6%
CCCc1nnc(SCc2ccc(OCC)cc2)n1N	1%	0%	-1%	1%	-4%	2	2%	0%	9	0%	-3%
Cc1nnc(SCCOc2ccccc2)s1	0%	-25%	1%	2%	-4%	-8	0%	-10%	8	0%	-6%
Cc1cc(C)n(CCOc2ccc(Br)cc2)n1	0%	0%	5%	0%	16%[11.5 µM]	0	-7%	1%	-6	?	-11%
COc1ccc2c(c1)OC[C@H]1[C@H]2N2C(=O)CN(Cc3ccc(C)cc3)C(=O)[C@@]2(C)[C@H]1c1ccccc1	-13%	/	/	0%	/	-5	-6%	/	-4	-9%	?
COc1ccc(N2C(=O)CCC(C(=O)NCc3cccnc3)C2c2ccc(OC)c(OC)c2)cc1 (stereo unspecified)	-2%	7%	2%	6%	2%	-8	10%	6%	26	14%	0%
O=C(OCC(=O)N1CCOCC1)c1ccc(Cl)cc1[N+](=O)[O-]	3%	?	8%	0%	-3%	-13	7%	-9%	49	0%	6%
COc1cc(/C=C/C(=O)O)cc(S(=O)(=O)Nc2ccc(S(=O)(=O)N3CCCCC3)cc2)c1OC	-3%	/	/	0%	/	1	7%	/	-5	4%	2%
CCOC(=O)c1sc(/N=C/c2c(O)ccc3ccccc23)cc1C	-2%	-4%	1%	5%	19%	-2	-10%	6%	9	-16%	0%
CC1=CC(C/C(C)=C/COc2ccc3ccc(=O)oc3c2)OC1=O (stereo unspecified)	182%[activator]	-7%	-1%	-1%	0%	-14	7%	/	1	1%	1%
CC1CCC(NC(=O)C2CCN(c3nc4ccccc4s3)CC2)CC1 (stereo unspecified)	2%	4%	-1%	6%	/	3	-13%	/	8	0%	2%
COC(=O)CSc1nnc(CNc2ccc(Cl)cc2)n1Cc1ccccc1	0%	-3%	1%	0%	1%	12	-5%	-7%	-6	-5%	6%
Cc1ccc(C(=O)Nc2cnc3ccccn3c2=O)cc1	54%[activator]	?	-5%	-4%	-3%	1	-24%	-24%	9	?	3%
COc1ccc(C)cc1-n1nnnc1SCC(=O)NC1CCCC1	2%	/	/	2%	/	-5	2%	/	22	3%	23%
COc1ccccc1CNC(=O)COC(=O)/C=C/c1ccc2ccccc2n1	0%	/	/	0%	/	-1	-4%	/	10	3%	/
Cc1ccc(/C=C/C(=O)O)cc1S(=O)(=O)NCCO	8%	?	0%	0%	-4%	-3	4%	3%	-10	-5%	2%
CCOC(=O)c1c(NC(=O)CSc2ncn[nH]2)sc(C(=O)NC)c1C	2%	0%	-1%	0%	2%	1	0%	10%	10	7%	-4%
CCOc1ccccc1N1C(=O)CC(Nc2ccc(N3CCOCC3)cc2)C1=O (stereo unspecified)	-2%	?	-1%	?	-19%	-2	1%	1%	-12	0%	2%

Compounds shown so far with a Cl atom (five):
SMILES	S-ASM inh	MBNL1-CUG inh	GALK inh	USP2a block	PKM2 act	KCNH2 WT inh	Eya2 phos inh	Menin-MLL TR inh	TSHR antag	BCR signal inh	Mito fusion act
CC1(C(=O)OCC(=O)NCc2ccc(Cl)cc2)CC1(Cl)Cl (stereo unspecified)	0%	/	/	2%	/	10	3%	/	-14	-1%	/
CN(C)CCCNS(=O)(=O)c1cc(Cl)c(Cl)cc1Cl	6%	-13%	/	-2%	-2%	-2	13%	/	0	-10%	-1%
O=C(CCSCc1ccc(Cl)cc1)NC1CCCC1	0%	-4%	-2%	2%	1%	8	-5%	-19%	1	6%	12%
O=C(OCC(=O)N1CCOCC1)c1ccc(Cl)cc1[N+](=O)[O-]	3%	?	8%	0%	-3%	-13	7%	-9%	49	0%	6%
COC(=O)CSc1nnc(CNc2ccc(Cl)cc2)n1Cc1ccccc1	0%	-3%	1%	0%	1%	12	-5%	-7%	-6	-5%	6%
